Assay outcomes as filed in PubChem BioAssay.
bCat KO growth: beta-catenin-lacking colon tumor cell growth suppression; HCT116 beta-catenin knockout viability, CellTiter-Glo, 60 h; hits give low values; viability, % at 10 µM; 140,000 tested, 1.5% active; AID 818;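 active = viability at or under a set limit, the compound median less 4 SD, cut at about 6% in these data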;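 note: 0% = Hyamine 1622 control at 20 µM and 100% = untreated cell control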
PTEN del growth: PTEN-deleted cell growth suppression. HCT116 PTEN-null viability, CellTiter-Glo, 60 h; hits give low values. viability, % at 10 µM. 140,000 tested, 1.2% active. AID 827;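 active = viability at or below a set limit, 4 SD under the median of all tested compounds, cut at about 3.7% in these data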;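 note: PTEN knockout HCT116 line with beta catenin targeted HCT116 as companion control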
E-sel TNF inh: TNF alpha driven E-selectin expression inhibition | HUVEC TNFa-induced E-selectin immunofluorescence, high content | inhibition, % at 2 µM | 120,000 tested, 0.71% active | AID 1246;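 active = inhibition above the batch mean plus 3 SD, and confirmed as a hit on visual image review, cut at about 43% in these data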;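 note: 0% = TNF-stimulated DMSO wells and 100% = unstimulated control wells; not every result past the cut was called active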
GALR2 blocker: blocks the human galanin receptor 2 | O43603 | GALR2-expressing cells, antagonist mode | inhibition, % at 4 µM | 140,000 tested, 0.39% active | AID 828; in the data active = inhibition above about 27%;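 note: cells stimulated with galanin 1-16 at roughly its EC80; 0% = agonist challenge control and 100% = basal control without agonist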
Target sequence (O43603 whole entry, looked up): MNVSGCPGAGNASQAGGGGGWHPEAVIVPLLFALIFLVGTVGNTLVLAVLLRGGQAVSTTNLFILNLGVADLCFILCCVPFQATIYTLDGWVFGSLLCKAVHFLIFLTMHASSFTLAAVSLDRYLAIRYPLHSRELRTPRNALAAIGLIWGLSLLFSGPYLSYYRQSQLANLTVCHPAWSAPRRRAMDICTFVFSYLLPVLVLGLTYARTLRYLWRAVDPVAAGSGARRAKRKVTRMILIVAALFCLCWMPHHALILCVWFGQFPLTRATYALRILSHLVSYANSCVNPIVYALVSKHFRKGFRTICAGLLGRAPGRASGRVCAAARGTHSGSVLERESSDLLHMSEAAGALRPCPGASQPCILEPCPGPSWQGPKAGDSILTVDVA
Yeast lifespan up: extends the lifespan of yeast; AID 775; 130,000 tested, 0.68% active; S. cerevisiae growth with nicotinamide, OD615; deaD strain in restrictive glucose medium; inhibition of the nicotinamide effect, % at 10 µM;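 active = inhibition above a set limit, placed 3 SD over the median of all compounds, cut at about 26% in these data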;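 note: 0% = nicotinamide-treated wells and 100% = cells grown without nicotinamide; some compounds called inactive have numbers as strong as hits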
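Assay system: DeaD-strain S. cerevisiae. Medium: CSMM-D glucose medium, restrictive. Reagent: nicotinamide, 1.5 mM, co-present with compound. Compound: 10 µM single point, 0.25% DMSO. Schedule: culture preincubation 4 h, compound exposure 48 h, both 30 °C. Detection: absorbance at 615 nm.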
BB579 growth dn: yeast BB579 growth reduction in restrictive medium; S. cerevisiae BB579 growth, OD615, 48 h; inhibition, % at 10 µM; 140,000 tested, 0.51% active; AID 804;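 active = inhibition above a set limit, 3 SD over the mean compound inhibition, cut at about 44% in these data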; note: inactives centre near -24
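System: Saccharomyces cerevisiae DeaD strain BB579, replicative lifespan model yeast | Buffer or medium: Restrictive glucose-based CSMM-D medium | Times: 4 h preincubation and 48 h exposure at 30 °C | Detection: OD615 turbidity measurement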
Phagocytosis inh: macrophage phagocytosis inhibition | J774A.1 macrophage IgG-bead phagocytosis, imaging | 110,000 tested, 0.07% active | inhibition, % at 5 µM | AID 1029;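 active = inhibition above the mean of the plate negative controls plus 5 SD, cut at about 13% in these data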;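 note: phagocytic index as fraction of beads internalized from green versus red external bead signal; plate controls were DMSO negative control for no effect and cytochalasin-D positive control for full effect; some results beyond the cut were filed as inactive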
MRP-1 activ: MRP-1 activation. AID 799. H69AR cells + doxorubicin, viability rescue, CellTiter-Glo. viability increase, % at 10 µM. 140,000 tested, 0.61% active;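 active = viability gain under doxorubicin at or above a set limit, the compound median plus 3 SD, cut at about 4.7% in these data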;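 note: MRP-1 overexpressing cells given doxorubicin 25 µM after compound pretreatment; 18-22 h compound pretreatment then 72 h with doxorubicin before readout; 0% = doxorubicin-only wells and 100% = vehicle-treated cells without doxorubicin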
Measles CPE: protection of cells from measles virus; Measles virus-infected cells, CPE protection, absorbance; protection (pct of control), % at 4 µM; 140,000 tested, 1.5% active; AID 841; in the data active = protection mostly above about 24%, no sharp cut-off; inactive = mostly below about 26%; note: some compounds called inactive have numbers as strong as hits
NPY Y2 blocker: antagonists of human neuropeptide Y receptor Y2. P49146. NPY-Y2 expressing cells, antagonist mode. inhibition, % at 2.7 µM. 140,000 tested, 0.99% active; in the data active = inhibition above about 17%;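 note: 0% = vehicle with agonist challenge and 100% = reference antagonist with challenge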
Target sequence (P49146 whole entry, looked up): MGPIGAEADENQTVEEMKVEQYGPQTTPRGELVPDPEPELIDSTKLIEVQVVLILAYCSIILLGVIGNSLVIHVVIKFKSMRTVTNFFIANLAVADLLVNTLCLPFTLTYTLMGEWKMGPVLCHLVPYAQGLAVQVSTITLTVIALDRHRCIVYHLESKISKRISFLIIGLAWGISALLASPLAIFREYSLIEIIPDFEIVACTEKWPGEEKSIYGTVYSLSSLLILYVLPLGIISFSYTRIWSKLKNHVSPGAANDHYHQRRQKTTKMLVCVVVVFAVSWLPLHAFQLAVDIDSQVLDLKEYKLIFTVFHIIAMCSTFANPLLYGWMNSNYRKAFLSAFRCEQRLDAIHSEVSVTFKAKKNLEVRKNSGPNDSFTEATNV
The depositor's hits bear a star; x = no result given.

Results follow in this order: bCat KO growth	PTEN del growth	E-sel TNF inh	GALR2 blocker	Yeast lifespan up	BB579 growth dn	Phagocytosis inh	MRP-1 activ	Measles CPE	NPY Y2 blocker
[1] COc1ccc(C(=O)CSc2nc(C)cc(=O)[nH]2)cc1
  102	102	x	7	26	-48	0	0.5	1	2
[2] COc1ccc(NC(=O)Nc2cccc(C(=O)N3CCOCC3)c2)cc1OC
  104	100	x	5	-4	-9	1	-1.4	9	-2
[3] Cc1ccc(NC(=O)COC(=O)C2CC2C)c(S(=O)(=O)N2CCCCC2)c1 (stereo unspecified)
  84	97	24	5	-14	-39	-1	-0.9	1	-2
[4] COc1ccc2nc(NC(=O)c3cccc(OCc4c(C)noc4C)c3)sc2c1
  15	16	-91	8	17	-24	0	-2.8	3	3
[5] Cc1ccc(N(CC(=O)Nc2cc(Cl)ccc2Oc2ccccc2)S(C)(=O)=O)c(C)c1
  58	56	-6	-2	4	-16	-2	-4.5	6	2
[6] O=c1cc(CN2CCN(c3ccc(F)cc3)CC2)c2cc3c(cc2o1)CCCC3
  90	87	-20	4	-13	-4	-2	-3.3	7	-1
[7] CCOc1ccc(OCCOCCN2CCOCC2)cc1
  94	85	5	-6	-9	-26	0	-1.9	9	2
[8] O=C(CCN1C(=O)/C(=C/c2cccc(Br)c2)SC1=S)NNC(=O)c1cccnc1
  91	96	-8	-4	-12	-43	x	2.4	4	1
[9] C=C(C)C1CC=C(CN2CCC(O)CC2)CC1 (stereo unspecified)
  92	90	1	-3	-4	1	-2	-0.6	5	2
[10] CC1=CC2=NC(=O)/C(=C\c3cc(C)n(-c4ccc(F)cc4)c3C)C(=N)N2O1
  103	86	x	-11	9	-60	-4	-2.2	21	2
[11] COc1ccc(NC(=O)CN2CCN(CC(=O)Nc3ccccc3Cl)CC2)cc1
  99	97	x	-3	-9	-50	x	-0.5	9	1
[12] CC1(C)CC(=O)C=C(NNC(=O)c2ccccc2O)C1
  83	78	25	7	-27	-15	x	-2.3	8	0
[13] O=S(=O)(NCCc1ccccc1)c1cccc2nsnc12
  84	81	-22	-12	2	-14	-1	-2.6	6	2
[14] COc1cc2c(cc1NC(=O)c1cccnc1)CCCC2
  96	107	x	-1	-7	3	2	-1.2	9	0
[15] O=C(CN1CCC(C(=O)c2ccc(F)cc2)CC1)Nc1ccccc1
  71	70	14	10	-6	-55	0	-3.7	23	7
[16] O=S(=O)(c1cccs1)N1CCc2ccccc21
  85	94	-3	-6	-10	-15	-1	0.0	4	1
[17] O=c1[nH]c(CSc2nc(-c3ccc(F)cc3)cs2)nc2ccccc12
  88	97	19	-3	-2	0	-7	0.5	10	7
[18] CCOC(=O)C1Sc2[nH]c(=O)sc2C(c2ccc(Cl)cc2)C1C(=O)OCC (stereo unspecified)
  79	87	-14	12	15	-66	x	-1.4	12	4
[19] COc1cc2nc(C3CCC3)n(NC(=O)COc3ccccc3)c(=O)c2cc1OC
  46	55	-20	1	53*	8	0	-0.7	4	2
[20] CCNC(=S)N/N=C/c1cccs1
  99	101	-4	11	-22	-8	-1	-2.5	10	0
[21] Cc1ccc(Nc2cc(=O)n(C3CCCCC3)c(=O)[nH]2)cc1C
  88	73	x	3	-14	-26	x	1.3	4	3
[22] O=C(CC1OC(=O)c2ccccc21)c1ccco1 (stereo unspecified)
  81	91	x	3	-6	-1	0	-3.5	17	2
[23] O=C(Nc1nnc(C2CCCCC2)s1)c1ccco1
  105	91	x	-22	-8	-83	-1	0.8	2	1
[24] Cc1nonc1NC(=O)OC1CCCCC1
  79	86	x	2	9	-23	x	0.2	6	-1
[25] O=c1oc2cc(O)ccc2c2c1CCCC2
  102	98	-28	-4	-19	-52	0	0.6	20	6
[26] COc1ccc(-n2c(CNC(=O)c3cc(OC)c(OC)c(OC)c3)n[nH]c2=S)cc1
  104	94	-5	-8	-20	-22	-2	-1.5	11	2
[27] CC(=O)Nc1ccc(/C(C)=N/NC(=O)c2ccccc2Cl)cc1
  91	107	-2	2	-5	1	-4	-0.1	9	1
[28] O=C(CCC1CCCC1)NCc1cccs1
  88	81	21	-3	-17	5	x	-1.9	3	1
[29] CN(C)C(=O)N1CCC(C(=O)NC2CCCCCCC2)CC1
  87	89	-12	-6	-11	-4	1	-0.1	9	1
[30] CCCCSc1nc2c(cnn2-c2ccc(C)c(C)c2)c(=O)[nH]1
  70	77	x	-4	-6	-28	0	-0.9	13	1
[31] O=C(Nc1ccn(Cc2ccccc2)n1)c1n[nH]c([N+](=O)[O-])c1Cl
  97	95	x	-1	-2	8	-5	-0.2	5	0
[32] O=C(O)CSc1nnc(CNc2ccc(Cl)cc2)n1Cc1ccccc1
  103	112	2	1	-5	-48	0	0.6	30	0
[33] Cc1cc(C)n2nc(SCc3nnc(SCc4ccccc4Cl)s3)nc2n1
  92	93	-41	2	-12	-64	0	-0.7	21	5
[34] CS(=O)(=O)N(CC(=O)N1CCN(Cc2ccc3c(c2)OCO3)CC1)Cc1ccc(Cl)cc1
  17	47	8	-6	-10	-12	2	-0.1	11	23*
[35] Cc1ccccc1OCC(=O)Nc1ccc(S(=O)(=O)Nc2ccccn2)cc1
  98	100	x	8	-1	-30	-9	1.6	25	0
[36] Cc1cc(N2CCN(C(=O)c3ccco3)CC2)n2ncnc2n1
  98	102	4	11	x	-18	x	-0.8	3	-1
[37] Cc1csc(NC(=O)c2cc3c(s2)CCC3)n1
  65	67	x	-3	-16	-50	-2	-1.5	8	1
[38] O=C(N/N=C/c1cccs1)C1CC(=O)N(c2ccccc2)C1 (stereo unspecified)
  95	99	-27	-1	-2	-4	x	0.5	2	2
[39] O=C(CN1CCOCC1)Nc1ccccc1Sc1ccccc1
  81	85	0	-5	2	-28	-6	-3.1	6	4
[40] O=C(Nc1ccc(Cl)cc1)N(Cc1cccs1)Cc1cccs1
  79	83	-16	-2	-3	-87	1	0.1	5	5
[41] Cc1ccc(C(=O)NC(=S)/C=C2\N(C)c3ccccc3C2(C)C)cc1
  71	80	x	3	0	24	6	-1.2	26	4
[42] COc1cc(/C=C(\C#N)C(=O)Nc2cccnc2)ccc1OC(C)C
  99	95	12	2	-10	5	-6	0.7	10	-1
[43] Cc1ccccc1NC(=O)NCCCN1CCN(c2ccccc2)CC1
  91	97	16	2	-2	-27	-1	-2.6	24	4
[44] O=C(c1cn(-c2ccccc2)nc1-c1cccs1)N1CCN(c2ccc(F)cc2)CC1
  83	68	-4	0	-19	-29	2	-3.3	41	1
[45] COc1ccc(C2c3c(ncn(Cc4ccco4)c3=N)Oc3ccc4ccccc4c32)cc1 (stereo unspecified)
  2.2*	1.6*	-22	-4	-2	-27	-7	-6.5	3	15
[46] COC(=O)c1c(NC(=O)c2ccc(C)c(S(=O)(=O)Nc3ccccc3C)c2)sc2c1CCCC2
  81	71	-9	1	4	-36	0	3.9	11	-1
[47] Cn1c(=O)oc2cc(S(=O)(=O)N3CCc4ccccc4C3)ccc21
  96	87	x	x	-3	-16	0	0.0	9	x
[48] O=C(/C=C/c1ccccc1)NC(NC(=S)Nc1ccc(C(=O)O)cc1)C(Cl)(Cl)Cl (stereo unspecified)
  94	97	-24	3	-5	-8	x	2.6	45*	4
[49] O=C(COc1ccc(Cl)cc1Cl)NN=C1CCCCC1
  82	99	-10	3	1	-16	-1	-0.8	10	3
[50] O=C(c1cccc(F)c1)N1C2C=CC(C2)C1(C(F)(F)F)C(F)(F)F (stereo unspecified)
  94	91	28	8	-8	-37	x	-0.4	10	3

Other entries.
Results follow in this order: bCat KO growth	PTEN del growth	E-sel TNF inh	GALR2 blocker	Yeast lifespan up	BB579 growth dn	Phagocytosis inh	MRP-1 activ	Measles CPE	NPY Y2 blocker
[51] Cc1ccc2c(c1)[C@@H]1CN(C)CC[C@@H]1N2S(=O)(=O)c1ccc([N+](=O)[O-])cc1
  77	65	-4	2	-13	-27	x	-4.7	23	5
[52] CCOc1cc(C(N)=O)cc(OCC)c1OCC
  90	93	-28	-4	-8	-23	-1	-2.2	5	-1
[53] CCOC(=O)C1CCN(CC(O)COc2ccc(C(C)(C)CC)cc2)CC1 (stereo unspecified)
  59	60	-31	-14	-7	4	0	-3.5	26	9
[54] CC1CCCCN1CCNC(=O)C1CCN(S(=O)(=O)c2cccc3cccnc23)CC1 (stereo unspecified)
  97	101	x	-2	-11	-63	0	-0.6	8	0
[55] COC(=O)Nc1ccc2c(c1)N(C(=O)CCN1CCN3CCCC3C1)c1ccccc1CC2 (stereo unspecified)
  101	93	-21	28*	-15	1	-1	-0.4	10	2
[56] CCOc1ccc(C(=O)Nc2nncs2)cc1OCC
  107	111	x	-10	-8	1	0	0.1	16	4
[57] CCc1cc2c(=O)c(-c3nc4ccccc4n3C)c(C)oc2c(CN(CC)CC)c1O
  62	66	-43	-2	-13	-30	x	-2.5	6	4
[58] CN1C(=O)[C@@H]2[C@@H]3C[C@@H]([C@H]4ON=C(c5ccc(Cl)cc5Cl)[C@@H]34)[C@@H]2C1=O
  76	74	x	2	-3	-14	6	0.3	20	0
[59] CC1=C(C)CC2C(=O)N(Cc3ccccc3)C(=O)C2C1 (stereo unspecified)
  102	93	-44	-6	-4	-7	-2	0.0	17	4
[60] CCC(=O)Nc1nc2ccccc2n1Cc1ccc(C)cc1
  21	22	x	-9	-10	-28	0	-1.2	2	5
[61] Cc1ccc(C(=O)N/N=C/c2ccc(-c3ccccc3[N+](=O)[O-])o2)cn1
  86	95	x	10	-6	-11	8	-1.8	10	2
[62] O=C1Nc2ccc(F)cc2C12Nc1ccccc1-c1nnc(SCc3ccccc3)nc1O2 (stereo unspecified)
  92	98	12	-4	-5	-27	x	-3.5	7	1
[63] Cc1oc2c(C)c3oc(=O)c4c(c3cc2c1C)CCC4
  78	81	-22	-7	-9	-9	3	0.1	4	2
[64] CCCCCCSc1nsc(N)n1
  95	95	-31	-6	-7	-11	1	-2.0	8	5
[65] CCCN1/C(=C(/C#N)C2=NS(=O)(=O)c3ccccc32)N(C)c2ccccc21
  101	102	x	3	-21	-26	0	-2.5	4	-1
[66] Cc1nc(NS(=O)(=O)c2ccccc2C)c2c3c(sc2n1)CCC3
  110	95	-27	-2	26	-11	-3	-1.5	3	-1
[67] Cc1ccc2c(c1)c(C)c(C)n2CC(O)Cn1nc(C)c(Br)c1C (stereo unspecified)
  59	50	22	-6	-18	-13	-2	-7.2	18	0
[68] Fc1ccc(/C=N/n2c(-c3cccs3)n[nH]c2=S)cc1
  83	90	-27	2	-6	4	0	-0.3	12	2
[69] CS(=O)(=O)N(CC(=O)N1CCCCC1)c1ccc(Cl)c(C(F)(F)F)c1
  69	71	3	3	-15	0	x	-2.3	22	-1
[70] Cc1ccccc1CN1CCCNC1=O
  80	89	0	8	-15	-7	x	-1.6	5	2
[71] Cc1ccc(NC(=O)CNc2ccc(OC(C)C)cc2)cc1
  92	81	-4	0	-17	-20	1	-1.2	4	3
[72] CC(C)c1ccc(NC(=O)COC(=O)CSc2nnc(N)s2)cc1
  89	86	x	9	0	-3	x	-2.1	12	2
